EPAC1 agonist: agonists of human EPAC1; Potency, µM (series often up to 154 µM), inactives show at the top dose activation, usual class: activators; EPAC1 agonist qHTS, biochemical assay; response scale: 100% = response to 6.5 mM cAMP; AID 720707; O95398; 0.073% of 360,000 active; note: potency is the fitted concentration of half-maximal effect; nearly all actives have a fitted effect of over 60% in size
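Compounds were pinned as a concentration titration into mixtures of EPAC1 (100 nM), BODIPY-GDP-loaded Rap1B (250 nM) and GDP (50 uM). After 5 min at room temperature, fluorescence was followed for 30 min; activity was scaled to 6.5 mM cAMP.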
EPAC2 ag: activates human EPAC2 exchange factor. Q8WZA2. EPAC2 activation, biochemical qHTS; response scale: 100% = 6.5 mM cAMP response. Potency, µM (series often up to 154 µM), inactives show at the top dose activation, actives largely listed as activators. 0.079% of 360,000 active. AID 720711; note: potency is the fitted concentration of half-maximal effect; nearly all actives have a fitted effect of over 50% in size
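Each well held 100 nM EPAC2, 250 nM RAP1B-BODIPY-GDP and 50 uM GDP. Fluorescence, read at 5-min intervals to 30 min, was referenced to a 6.5 mM cAMP positive control.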
EPAC1 antag: EPAC1 (human) antagonism | EPAC1 GEF assay, Rap1b-BODIPY-GDP exchange fluorescence | Potency, µM (series often up to 115 µM), inactives show top-dose activity change, negative = inhibition, most hits filed as inhibitors | 0.14% of 360,000 active | AID 720709;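 note: potency is the fitted concentration of half-maximal effect; plate controls were vehicle for no effect and positive control for full effect; nearly all actives have a fitted effect of over 50% in size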
PI5P4K alpha inh: PI5P4K alpha (human) kinase inhibition. P48426. PI5P4Kalpha enzyme, ADP-Glo luminescence, 60 min; hits give low values. max response, %. 1.2% of 330,000 active. AID 652105; active = max response of -50% or lower; inconclusive = between -30% and -50%; inactive = -30% or higher; note: value at the top dose of about 77 µM; % is set by controls: 0 for no effect and ±100 for the full control effect
Target sequence (P48426 whole entry, looked up): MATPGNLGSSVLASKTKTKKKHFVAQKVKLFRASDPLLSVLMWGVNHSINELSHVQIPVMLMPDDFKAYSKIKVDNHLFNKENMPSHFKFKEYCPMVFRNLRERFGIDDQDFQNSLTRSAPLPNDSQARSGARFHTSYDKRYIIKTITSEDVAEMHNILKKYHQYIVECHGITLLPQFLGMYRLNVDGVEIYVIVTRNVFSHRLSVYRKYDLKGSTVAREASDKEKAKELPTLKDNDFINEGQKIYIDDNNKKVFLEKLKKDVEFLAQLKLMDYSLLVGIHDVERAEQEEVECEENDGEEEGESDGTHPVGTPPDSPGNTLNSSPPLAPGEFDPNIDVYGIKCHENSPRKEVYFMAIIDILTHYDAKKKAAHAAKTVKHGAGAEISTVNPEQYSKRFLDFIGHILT
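Luminescence from ADP-Glo served as readout of PI5P4Kalpha activity in a qHTS format. Reaction: enzyme, substrate, compound, ATP at 5 microM final, 60 min at RT.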
WRN helicase inh: blocks human WRN helicase. Q14191. WRN helicase unwinding, fluorescent forked duplex, kinetic. Potency, µM (doses to about 114 µM), for the others: at the top dose activity change, negative = inhibition, actives largely listed as inhibitors. 0.46% of 360,000 active; note: potency is the fitted concentration of half-maximal effect; % is set by controls: 0 for no effect and ±100 for the full control effect; nearly all actives have a fitted effect of over 55% in size
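Primary qHTS, 1536-well format. 20 nM WRN + compound, 15 min RT; start with 100 nM forked fluorophore/quencher duplex, 2 mM ATP (final); kinetic read ex 525/em 598 nm.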
CCT modulator: modulators of cytosolic chaperonin (CCT/TRiC) activity. purified chaperonin ATPase assay, HTRF ADP detection, 30 min. 0.3% of 360,000 active. AID 651819. activity change, % (concentration not given with the values), hits read low; in the data active = activity change below about -30%; note: % is set by controls: 0 for no effect and ±100 for the full control effect
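TRiC (40 or 20 nM final, by batch activity) in 30 mM Tris pH 7.4, 100 mM KCl, 5 mM MgCl2, 1 mM DTT was treated with compound at 76 uM single dose, then 10 uM ATP, 30 min at 37 °C. ADP was read by HTRF Transcreener.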
IL-2 act: activates IL-2 in a cell-based reporter assay | activation, % (series mostly up to about 46 µM) | IL-2 activation reporter assay, cell-based qHTS; stimulated with anti-CD3/CD4/CD28 beads; in transgenic mouse T cells | 0.065% of 360,000 active; in the data active = activation above about 50%; inconclusive = mostly about 30% to 49%; note: 0% is about no effect
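EGFP and DsRed fluorescence is measured by plate cytometry in unstimulated transgenic mouse T cells exposed to compound for 60 minutes, then stimulated 18 hours at 37 degrees C with anti-CD3/anti-CD4 beads plus anti-CD28.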
PLK1 PBD block: PLK1 (human) polo-box domain binding inhibition; Potency, µM, without a hit: max response, negative = inhibition, hits mostly inhibitors; P53350; AID 720504; 2.8% of 360,000 active; Plk1 PBD binding of FITC phosphopeptide, fluorescence polarization; note: potency is the fitted concentration of half-maximal effect; series mostly up to about 57 µM; % is set by controls: 0 for no effect and ±100 for the full control effect; nearly all actives have a fitted effect of over 65% in size
Target sequence (P53350 whole entry, looked up, the tested form may be a part): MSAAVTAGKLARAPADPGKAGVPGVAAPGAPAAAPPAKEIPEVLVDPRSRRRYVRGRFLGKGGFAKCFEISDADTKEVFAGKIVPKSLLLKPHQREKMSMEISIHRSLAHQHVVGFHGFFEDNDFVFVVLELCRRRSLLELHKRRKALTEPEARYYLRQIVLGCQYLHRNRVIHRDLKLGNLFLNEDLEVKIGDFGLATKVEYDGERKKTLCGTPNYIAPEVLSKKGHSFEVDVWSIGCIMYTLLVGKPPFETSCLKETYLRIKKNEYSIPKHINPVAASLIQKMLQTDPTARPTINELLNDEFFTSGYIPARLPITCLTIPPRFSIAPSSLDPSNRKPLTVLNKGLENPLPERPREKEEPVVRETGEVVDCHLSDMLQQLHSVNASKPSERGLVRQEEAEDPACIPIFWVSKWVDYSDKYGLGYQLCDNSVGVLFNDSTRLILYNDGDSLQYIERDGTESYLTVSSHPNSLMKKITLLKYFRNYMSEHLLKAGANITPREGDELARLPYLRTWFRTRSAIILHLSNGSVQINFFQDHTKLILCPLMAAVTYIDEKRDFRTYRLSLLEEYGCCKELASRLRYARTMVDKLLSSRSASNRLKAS
* = called active by the depositor; ? = inconclusive; / = no result given. Unless noted, calls come from the whole dose curve; as a rule, active = well fitted curve in the direction sought with a large enough effect; inconclusive = small, poorly fitted or top-dose-only effect, or another doubt; inactive = no such curve, though single readings can be large; an effect the other way counts as inactive or inconclusive. Not all compounds are listed; the hit share may differ from the screen's.

IL-2 act | EPAC1 antag | WRN helicase inh | PI5P4K alpha inh | EPAC2 ag | EPAC1 agonist | CCT modulator | PLK1 PBD block | SMILES
0.2 | -8.3% | -5.3% | -2.9 | 11.5% | 6.2% | 1.5 | -0.5% | COc1cc(NC(=O)N2CCOCC2)cc(OC)c1
0.9 | -6.7% | 3.0% | 8.8 | 6.6% | 1.0% | -2.2 | -3.8% | CCC1(C)Cc2c(sc3nc(SC)n(Cc4ccccc4)c(=O)c23)CO1 (centres undefined)
-0.1 | -7.2% | -15.0% | -2.1 | -8.5% | 4.5% | 1.8 | -14.4% | O=C(OCN1C(=O)c2ccccc2C1=O)c1ccccc1
-0.6 | -16.5% | -4.4% | 14.7 | 4.5% | 3.5% | 1.0 | 0.6% | COc1ccc(-c2csc(C(O)c3ccc(F)c(F)c3)n2)cn1 (centres undefined)
-0.3 | -2.6% | 6.3% | 3.1 | 7.1% | 5.2% | -0.2 | -1.9% | COc1ccc(C2C(C(=O)Nc3ccccc3OC)=C(C)Nc3nnnn32)c(OC)c1 (centres undefined)
-2.9 | -24.6% | -5.8% | -5.3 | 8.2% | -13.0% | -2.3 | -16.2% | O=C(OCc1cn([C@@H]2C[C@H](c3ccc(Cl)cc3)N(Cc3cccs3)C[C@H]2O)nn1)c1ccccc1
-1.5 | ? | -2.1% | 4.7 | 5.6% | -1.2% | -3.3 | -12.1% | COc1ccc(CCN=C(N)NS(=O)(=O)c2ccc(C)c(C)c2)cc1
-0.4 | -25.0% | -6.8% | 1.7 | 4.9% | -9.6% | -0.8 | -15.2% | COc1ccc2cc([C@H](C)C(=O)OCc3cn(CC(=O)c4ccc(O)cc4)nn3)ccc2c1
-1.9 | -3.2% | -7.9% | 3.9 | 2.7% | -2.8% | 1.9 | -8.8% | CCC1CCCCN1S(=O)(=O)c1ccc(NC(=O)C2CCN(C(=O)c3ccco3)CC2)cc1 (centres undefined)
-2.3 | -1.5% | 0.2% | 11.2 | 13.5% | 18.4% | -1.0 | -0.9% | O=C(Nc1ccc(Cl)cn1)c1cccc2c(Br)cccc12
-0.3 | -16.3% | -1.6% | -5.4 | 12.1% | 6.5% | -1.4 | -6.3% | COc1ccc(Cl)cc1NC(=O)CN(C)C(=O)c1n[nH]c2ccccc12
-0.3 | -14.3% | -4.1% | 2.7 | 6.2% | 0.0% | -0.1 | -9.2% | O=C(/C=C/NNC(=O)c1ccccc1)c1ccccc1
-0.4 | -12.3% | -10.2% | -6.5 | 13.1% | -7.2% | 1.2 | -16.6% | COc1ccc(-c2c(C#CC(C)(C)O)c3ccccc3n2C)cc1
-0.6 | 3.3% | 7.6% | -7.7 | 0.5% | -0.5% | 1.0 | -9.4% | COC(=O)c1ccc(OCC2c3cc(OC)c(OC)cc3CCN2C(C)=O)cc1 (centres undefined)
0.6 | 1.4% | 2.5% | -2.7 | 1.6% | 0.2% | -0.2 | ? | CN(C)S(=O)(=O)c1ccc(Cl)c(NC(=O)COC(=O)[C@@H]2CCCN2C(=O)c2cccs2)c1
-1.1 | -22.4% | -0.9% | 0.1 | 1.4% | 12.8% | -0.7 | -6.1% | COc1ccc(N(CC(=O)NCc2ccc(Cl)cc2)S(=O)(=O)c2ccccc2[N+](=O)[O-])c(OC)c1
0.0 | -8.0% | 2.1% | -4.7 | -7.6% | 11.0% | -1.3 | -13.3% | O=C(CC1C(=O)NCCN1CCCc1ccccc1)NCCc1ccccc1Cl (centres undefined)
-0.4 | -10.6% | 2.2% | -1.7 | 2.4% | 3.6% | 1.0 | -12.7% | Cc1cc(C)cc(N(CC(=O)NC2CCCC2)C(=O)CCC(=O)Nc2nccs2)c1
-0.8 | -23.3% | -31.9% | 1.8 | 5.3% | 1.4% | 0.5 | ? | CCCCNC(=O)C12CCC(C)(C(=O)C1Br)C2(C)C (centres undefined)
-1.4 | 2.4% | -5.2% | / | -0.1% | 4.4% | -2.4 | -13.2% | CC(=O)Nc1cccc(C(=O)OCc2ccc(C(=O)Oc3ccc(Cl)cc3)cc2)c1
1.6 | 3.7% | 5.6% | 3.0 | 3.1% | -0.3% | -2.5 | 1.1% | COc1cccc(NC(=O)C2CCOC2=O)c1 (centres undefined)
-1.4 | 1.9% | 5.9% | 2.7 | -1.1% | 3.9% | -2.3 | -10.0% | CCCN1C(=O)c2ccc(C(=O)Nc3cc(C)on3)cc2C1=O
-2.4 | -18.9% | -7.6% | -1.7 | 3.8% | 6.2% | -2.9 | -11.3% | O=C(N=C1N=C2C=CC=CN2Cc2ccccc21)c1ccc(S(=O)(=O)N2CCCC2)cc1
1.8 | -9.8% | -6.2% | 2.3 | -3.2% | 13.2% | 0.3 | -7.3% | OCCC1CN(Cc2ccncc2)CCN1C1CCCC1 (centres undefined)
-2.6 | -23.8% | -8.9% | -6.9 | 2.0% | -9.1% | -0.1 | -1.2% | Cc1cc2cc(CNC(=O)c3ccc(S(=O)(=O)N4CCCC4)cc3)ccc2n1C
0.6 | 5.1% | -11.4% | -21.9 | 2.7% | 5.4% | -2.2 | -0.3% | NC(=O)c1ccsc1NC(=O)COC(=O)Cc1c[nH]c2ccccc12
-0.2 | -11.4% | -30.6% | -25.2 | -1.3% | -4.9% | 0.6 | ? | Clc1c(Cl)c(Cl)c2n[nH]nc2c1Cl
-1.0 | -15.9% | -11.5% | 18.5 | -12.6% | -17.1% | -3.5 | -1.2% | Cc1ccc(SCC(=O)OCC(=O)N(CC(C)C)c2c(N)n(Cc3ccccc3)c(=O)[nH]c2=O)c(C)c1
-2.3 | 4.2% | -7.8% | 1.0 | -5.3% | 2.6% | 1.3 | -2.2% | CCOC(=O)C1CCCN(C(=S)Nc2cc(C)cc(C)c2)C1 (centres undefined)
-0.1 | -0.1% | 5.0% | -0.2 | 3.9% | 2.1% | 1.4 | -15.8% | Nc1ccc2oc(-c3cccc(Br)c3)nc2c1
-1.8 | -14.0% | -27.7% | -18.6 | -2.6% | 5.4% | -3.7 | -13.3% | CN1CCN(S(=O)(=O)c2cccc(C(=O)Nc3sc4c(c3-c3nc5ccccc5[nH]3)CCCC4)c2)CC1
1.6 | 6.1% | 7.0% | -4.9 | 0.9% | -10.1% | 0.8 | -11.5% | CCc1ccc(C(C(=O)NC2CCCCC2)N(C(=O)c2csnn2)C2CC2)cc1 (centres undefined)
-1.8 | 1.3% | -2.9% | 3.2 | 4.3% | -4.8% | -1.2 | -12.0% | CCCc1c(C)nn(C(=O)/C(C#N)=N/Nc2ccccc2[N+](=O)[O-])c1C
0.7 | 2.9% | 4.7% | -4.1 | -3.6% | -3.4% | 1.1 | -0.3% | CC(=O)c1ccc(NC(=O)CN2C(=O)NC(C)(c3ccc4c(c3)OCCO4)C2=O)cc1 (centres undefined)
-0.4 | -20.1% | -1.5% | 0.9 | -8.8% | -15.1% | -0.7 | 3.1% | C#CCOCCOCCOCCNc1nc(N2CCN(C(=O)C([C@@H](C)O)n3cc([C@@H](N)CCCCN)nn3)CC2)nc(N2CCN(C(=O)[C@H](CCC(=O)O)n3cc([C@@H](N)[C@H](C)CC)nn3)CC2)n1 (some centres undefined)
-5.1 | 0.1% | 0.5% | -15.0 | -0.5% | -12.6% | 0.7 | ? | Cc1ccccc1OCC(=O)N/N=C/c1ccc(N2CCOCC2)o1
-0.6 | -5.6% | -5.4% | -2.9 | -11.0% | 3.9% | -1.4 | -13.4% | COc1cc(OC)c(C(=O)Nc2ccc(N(C)C)cc2)cc1OC
-5.2 | -0.9% | -34.5% | -3.4 | 1.1% | -1.8% | -1.4 | -0.9% | Cc1ccc(C(=O)Nc2cccc(C(=O)NC3CCCC3)c2)cc1
7.0 | -9.9% | 3.6% | 0.2 | 7.1% | 11.2% | -2.2 | -8.6% | COc1ccc(OCC(O)CN2CCCC2)cc1 (centres undefined)
-2.9 | -24.7% | 1.3% | 5.8 | 4.4% | 7.0% | -1.1 | -0.6% | Cc1ccc(SCc2nc(N)nc(Nc3ccccc3C)n2)cc1C
-3.2 | -6.2% | -6.8% | -0.8 | 4.1% | 6.9% | -1.1 | -5.7% | Cc1ccc(NC(=S)N2CCC(N(C)CC3CCCO3)CC2)cc1 (centres undefined)
-1.0 | -22.4% | -0.3% | 3.6 | -5.7% | 9.8% | -2.6 | -10.6% | CN(C)C(CNC(=O)C1CCCN(C(=O)c2ccc(Cl)cc2)C1)c1ccco1 (centres undefined)
-3.4 | 5.3% | 0.7% | / | 13.6% | 9.7% | 0.5 | -9.7% | O=C1c2cccnc2C(Nc2ccc(S(=O)(=O)N3CCCCCC3)cc2)N1Cc1ccccc1 (centres undefined)
-6.8 | ? | 20µM* | -78.7* | 8.9% | 0.4% | -2.5 | 26.7µM* | O=C1Nc2ccccc2C1=Nc1ccc(S(=O)(=O)Nc2nccs2)cc1
-0.6 | -8.6% | -2.9% | -8.5 | 7.9% | -5.7% | -1.7 | -2.1% | COCCNc1nc(-c2ccccc2CO)c2sc(-c3ccccc3)cc2n1
1.1 | -1.7% | -1.0% | 2.4 | 2.8% | -18.4% | 0.9 | 1.0% | COC(=O)c1cc(C)nc(Nc2nc(C(N)Cc3ccc(F)cc3)cs2)n1 (centres undefined)
1.8 | -8.1% | -8.1% | / | 7.2% | 1.5% | -0.6 | -5.2% | O=C(CSc1nc2c(cnn2-c2ccc(F)cc2)c(=O)[nH]1)N1CCOCC1
-0.8 | -8.1% | 5.5% | / | 3.4% | -1.0% | 0.3 | -9.3% | CC(=O)c1c(C(C)=O)c(C)n(-c2nc(-c3ccc(C)c(C)c3)c(C)s2)c1C
-1.4 | -24.8% | -13.2% | / | -0.8% | -3.7% | -0.9 | 0.6% | COc1cc2c(cc1OC)C(c1cc3cc4c(cc3[nH]c1=O)OCO4)N(C(=O)C1CC1)CC2 (centres undefined)
-0.1 | 2.8% | 3.8% | -5.5 | 4.1% | -12.3% | -1.2 | -6.0% | COc1ccc(C2COc3cc(O)ccc3C2)c(OC)c1O (centres undefined)
1.1 | -21.2% | 7.0% | 13.3 | 3.3% | -7.5% | -1.2 | -4.2% | C[N+]1(CC(=O)OC2CCCCCCCCCCC2)CCCC1

Of the compounds above, 3 have fluorine.
IL-2 act | EPAC1 antag | WRN helicase inh | PI5P4K alpha inh | EPAC2 ag | EPAC1 agonist | CCT modulator | PLK1 PBD block | SMILES
-0.6 | -16.5% | -4.4% | 14.7 | 4.5% | 3.5% | 1.0 | 0.6% | COc1ccc(-c2csc(C(O)c3ccc(F)c(F)c3)n2)cn1 (centres undefined)
1.1 | -1.7% | -1.0% | 2.4 | 2.8% | -18.4% | 0.9 | 1.0% | COC(=O)c1cc(C)nc(Nc2nc(C(N)Cc3ccc(F)cc3)cs2)n1 (centres undefined)
1.8 | -8.1% | -8.1% | / | 7.2% | 1.5% | -0.6 | -5.2% | O=C(CSc1nc2c(cnn2-c2ccc(F)cc2)c(=O)[nH]1)N1CCOCC1

Screens as filed in PubChem BioAssay.
